Screens deposited in PubChem by several laboratories.
OXTR agonist = agonists of human oxytocin receptor. P30559. CHO-OTR cells, Fluo-8 calcium fluorescence; normalized: DMSO 0%, oxytocin 100%. activation, % at 3 µM. hit rate 0.32% among 320,000. AID 2435;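 active = activation above the mean of all tested compounds plus 3 SD, cutoff set per screening run, cut at about 20% in these data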;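 also: peak over basal fluorescence ratio from a 100 s FLIPR kinetic read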
Target sequence (P30559 whole entry, looked up): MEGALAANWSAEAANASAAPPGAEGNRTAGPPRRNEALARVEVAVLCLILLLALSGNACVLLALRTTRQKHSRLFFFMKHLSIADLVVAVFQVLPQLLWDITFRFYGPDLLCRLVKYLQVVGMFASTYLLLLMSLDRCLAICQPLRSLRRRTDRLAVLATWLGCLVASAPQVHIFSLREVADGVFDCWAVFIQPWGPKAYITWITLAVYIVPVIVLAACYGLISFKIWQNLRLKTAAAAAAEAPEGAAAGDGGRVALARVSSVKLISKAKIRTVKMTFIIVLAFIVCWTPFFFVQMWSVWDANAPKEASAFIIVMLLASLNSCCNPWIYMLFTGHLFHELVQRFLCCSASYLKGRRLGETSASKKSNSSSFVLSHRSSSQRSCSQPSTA
NALP1 inh = blocks the NALP1 inflammasome reconstituted in yeast; S. cerevisiae NALP1/ASC/caspase-1 growth, X-gal OD620, 72 h; inhibition, % at 10 µM; hit rate 0.61% among 280,000; in the data active = inhibition mostly above about 24%, no sharp cut-off; inactive = mostly below about 32%; also: some compounds called inactive have numbers as strong as hits
PfM18AAP inh = PfM18AAP enzyme inhibition. recombinant PfM18AAP, H-Glu-NHMec fluorogenic cleavage. inhibition, % at 7.35 µM. hit rate 1.2% among 290,000. AID 1822;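 active = inhibition above the campaign mean inhibition over all tested compounds plus 3 SD, cut at about 28% in these data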;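 also: 0% = plate median of test compound wells and 100% = 2 mM ZnCl2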
MEKK2mut PB1 HTS = signal of MEK5 binding to mutant human MEKK2 PB1 domain; percent response, % at 10 µM; AID 1530; bead flow cytometry, Alexa488-MEK5 binding to MEKK2 mutant; hit rate 0.35% among 290,000; in the data active = percent response above about 24%, passing the limit was not always enough; also: inactives centre near 1; some results filed as inactive read as strong as hits
V1R ag counter = V1a receptor agonism, counter-screen for OXTR agonists; P37288; CHO-V1R cells, Fluo-8 calcium fluorescence, agonist mode; 0% DMSO, 100% 3 nM vasopressin; activation, % at 3 µM; hit rate 0.25% among 320,000; AID 2797;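 active = activation above the mean activation of all tested compounds plus 3 SD, per screening run, cut at about 20% in these data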;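 also: signal is peak over basal fluorescence ratio across a 100 second FLIPR read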
GalR3 antagonist = antagonists of human GalR3; O60755; HEK293 GalR3-CNG cAMP membrane potential fluorescence; galR3 body fused to GalR1 C-terminus; inhibition, % at 3 µM; hit rate 0.44% among 360,000;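 active = inhibition above the screen-wide average plus 3 SD, cut at about 13% in these data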;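 also: forskolin and galanin both at EC90 stimulate the cells; cAMP rise reported by CNG channel membrane potential dye signal; 0% = forskolin plus galanin with DMSO and 100% = forskolin alone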
Target sequence (O60755 1-299 limits assumed): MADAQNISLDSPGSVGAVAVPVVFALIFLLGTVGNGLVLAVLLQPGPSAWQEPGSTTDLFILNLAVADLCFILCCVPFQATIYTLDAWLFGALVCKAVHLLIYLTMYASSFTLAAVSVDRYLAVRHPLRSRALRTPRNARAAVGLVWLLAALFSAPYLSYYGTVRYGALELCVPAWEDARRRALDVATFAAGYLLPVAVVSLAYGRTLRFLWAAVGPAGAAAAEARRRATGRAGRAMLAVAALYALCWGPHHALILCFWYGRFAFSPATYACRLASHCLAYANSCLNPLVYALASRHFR
OXTR potentiate = potentiators of human oxytocin receptor; P30559; CHO-OTR cells, Fluo-8 calcium fluorescence, potentiator mode; 0% = oxytocin EC15, 100% = EC100; activation, % at 3 µM; hit rate 0.061% among 320,000; AID 2445;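 active = activation above that plate's cutoff, the mean activation of tested compounds plus 3 SD, cut at about 6.6% in these data, passing the limit was not always enough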;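 also: 100% uses oxytocin at 75 nM as the full agonist control; some results filed as inactive read as strong as hits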
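Replication – single well per compound, singlicate · Assay system – CHO cell line stably expressing human OTR · Timing – 6 min pre-incubation, 100 s read · Measure – normalized max/min fluorescence ratio, % activation · Doses – 3.0 µM, one dose · Detection – Fluo-8 calcium dye fluorescence · Probe or stimulus – oxytocin near EC15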
MEKK2wt PB1 HTS = raises or lowers MEK5 binding to wildtype human MEKK2 PB1 domain; binding response (% of control), % at 10 µM; hit rate 1.1% among 290,000; bead flow cytometry, Alexa488-MEK5 binding to MEKK2 WT; actives lie on both sides; in the data active = binding response below about 67% or above about 130%
GPR7 antagonist = blocks human GPR7 receptor signaling; P48145; GPR7-expressing cells, fluorescence antagonist assay; inhibition, % at 4.4 µM; hit rate 1.1% among 290,000; in the data active = inhibition above about 16%, passing the limit was not always enough;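 also: cells stimulated with the agonist NPW; 0% = agonist with vehicle and 100% = vehicle without agonist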
Target sequence (P48145 whole entry, looked up): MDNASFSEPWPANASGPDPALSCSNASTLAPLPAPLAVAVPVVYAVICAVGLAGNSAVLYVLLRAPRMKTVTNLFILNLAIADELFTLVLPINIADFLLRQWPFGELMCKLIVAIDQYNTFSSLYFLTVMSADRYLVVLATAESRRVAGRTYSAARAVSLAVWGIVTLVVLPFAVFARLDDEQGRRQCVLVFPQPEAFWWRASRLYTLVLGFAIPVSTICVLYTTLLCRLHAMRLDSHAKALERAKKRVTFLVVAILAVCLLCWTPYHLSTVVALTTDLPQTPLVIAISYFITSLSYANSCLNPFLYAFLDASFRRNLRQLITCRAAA
Numbers without * were called inactive; / = not tested or not shown.

molecule	OXTR agonist	NALP1 inh	PfM18AAP inh	MEKK2mut PB1 HTS	V1R ag counter	GalR3 antagonist	OXTR potentiate	MEKK2wt PB1 HTS	GPR7 antagonist
CC(C)(CNC(=O)c1cccc(S(=O)(=O)Nc2ccc(Br)cc2)c1)N1CCOCC1	3.5	/	/	/	0.2	-4	-2	/	/
Cc1ccc2nc(N(CCCN(C)C)C(=O)c3ccc(Br)s3)sc2c1	7.2	15	-5	35	3.1	-9	-2	169*	-1
Cc1ccccc1NC(=O)N1C2CCCC1CC(NC(=O)C(C)(C)C)C2 (configuration not stated)	/	20	0	5	/	0	/	106	2
COc1ccc(NC(C)=O)cc1S(=O)(=O)Nc1cccc(S(=O)(=O)NC2=NCCC2)c1	1.2	/	/	/	0.3	-5	1	/	/
CCOC(=O)NC(=O)/C(C#N)=N\Nc1cccc(OC)c1	-0.6	4	-2	3	0.9	-5	-10	103	-13
O=C(Nc1ccc(Br)cc1)c1ccccc1Br	0.2	10	-1	0	3.1	-11	-8	101	-6
COc1ccc(OCc2cc(C(=O)N(C)C(C)c3ccon3)no2)c(Cl)c1 (configuration not stated)	3.4	9	3	6	8.2	2	-4	107	-5
Cc1cccc(C(=O)Nc2cc(NC(=O)c3cccs3)ccc2C)c1	-2.1	18	-4	0	-0.5	1	-3	92	-11
CN(C(=O)c1ccc(F)c(S(=O)(=O)N2CCOCC2)c1)C1CCCCC1	1.1	/	/	/	1.7	-5	-6	/	/
COc1cc(-c2cc[n+](C)cc2)ccc1O	1.7	/	/	5	1.5	-3	-1	109	/
CCOC(=O)c1c(C)[nH]c(C(=O)Cn2nnc(-c3ccccc3Cl)n2)c1C	8.8	4	-20	-3	9.4	-7	-18	93	-1
Cc1cccc(OCc2n[nH]c(=S)n2Cc2ccccc2)c1	0.6	-8	7	-57	0.2	-1	0	72	-6

(cont.)
molecule	OXTR agonist	NALP1 inh	PfM18AAP inh	MEKK2mut PB1 HTS	V1R ag counter	GalR3 antagonist	OXTR potentiate	MEKK2wt PB1 HTS	GPR7 antagonist
O=C(NCCCN1CCN(CCCNC(=O)c2cc([N+](=O)[O-])ccc2Cl)CC1)c1cc([N+](=O)[O-])ccc1Cl	-0.8	20	2	24	-0.3	2	0	206*	-18
CC(C)(Oc1ccc(Br)cc1)C(=O)N1CCc2ccccc21	-1.2	8	-6	11	-1.1	-6	-2	113	1
CC1=NOC2(C1)/C(=N/O)CCC/C2=N\O (configuration not stated)	1.4	8	-6	3	0.3	-6	-6	106	-8
NC(=O)C(=O)NN=C1C2CC3CC(C2)CC1C3	-0.2	9	-1	-9	-0.6	1	9	76	1
CN(c1ncnc(N)c1[N+](=O)[O-])C1CCS(=O)(=O)C1 (configuration not stated)	-0.5	3	4	-1	-0.3	3	-6	104	5
COc1cc(NC(=O)c2ccc(C(C)(C)C)cc2)c(OC)cc1NC(=O)CN1CCCCC1	-1.5	6	4	-3	-0.7	-1	-20	114	-7
CN(C)c1ccc(/C=[N+](\[O-])C2SC(=S)N(C)C2(C)C)cc1 (configuration not stated)	0.9	13	-8	/	0.3	2	-11	/	-11
O=C(CCCN1C(=O)/C(=C/c2ccc(F)cc2)SC1=S)NC1CCS(=O)(=O)C1 (configuration not stated)	8.2	7	7	1	17	-7	-7	103	0
Cc1ccccc1C1CC(c2ccc(F)cc2)Nc2nc(N)nn21 (configuration not stated)	4.0	19	1	3	1.0	-3	-9	103	7
COc1ccc(-c2cccc(C(=O)N3CCOCC3)c2)cc1	0.4	19	-1	1	-1.3	-5	-12	101	-15
COc1ccc(C(=O)OCC(=O)Nc2ccc(OC(F)F)cc2)c(OC)c1	-0.7	-9	5	1	-0.7	-3	-1	103	2
COc1ccc(NS(=O)(=O)c2cc(NC(=O)CC(C)(C)C)ccc2N2CCCC2)cc1	-1.6	/	/	/	-0.3	-7	-6	/	/

(cont.)
molecule	OXTR agonist	NALP1 inh	PfM18AAP inh	MEKK2mut PB1 HTS	V1R ag counter	GalR3 antagonist	OXTR potentiate	MEKK2wt PB1 HTS	GPR7 antagonist
O=C(Nc1cccc(S(=O)(=O)Nc2ccccc2F)c1)c1ccc2ccccc2n1	-1.1	-18	30*	/	0.0	-8	-11	/	-9
CCn1c(-c2ccc3[nH]c(C)c(C)c3c2)n[nH]c1=S	9.5	-2	14	-11	7.9	-6	-12	84	-1
COc1ccc(C)cc1NC(=O)CCNS(=O)(=O)c1cccc(C(F)(F)F)c1	1.1	22	4	-4	2.1	-5	-6	96	-3
Cc1cccc(NC(=O)CNC(=O)COC(=O)CCS(=O)(=O)c2ccccc2)c1C	-0.8	12	-6	6	-0.6	0	-5	102	4
COc1ccccc1C(=O)NCC(=O)N/N=C/c1cc(Br)ccc1OCc1ccccc1	1.8	21	5	-4	0.1	-4	-12	93	14
CCOC(=O)c1c(-c2ccccc2)csc1NC(=O)C1CCCO1 (configuration not stated)	-1.3	6	13	4	0.2	0	-7	100	-16
Cc1nn(Cc2ccccc2Cl)c2sc(C(=O)NCc3ccc4c(c3)OCO4)cc12	0.5	12	5	2	1.9	2	-11	108	5
Oc1ccc(/C=N/N2CCN(C3c4ccccc4-c4ccccc43)CC2)c(O)c1	0.5	12	10	0	2.0	-5	-10	108	-18
COc1ccc(C(=O)COC(=O)c2nn(C)c(=O)c3ccccc23)c(OC)c1	0.4	13	3	0	0.6	-3	-2	112	-8
COc1ccc(NC(=O)CN2C(=O)C(C)Oc3ccccc32)cc1 (configuration not stated)	-0.1	2	-2	-6	-0.2	-7	-3	91	-2
O=C(Nc1ccc(Cl)c(S(=O)(=O)N2CCOCC2)c1)c1cccs1	4.1	/	/	/	2.4	-4	-7	/	/
CC(NS(=O)(=O)c1ccc2c(c1)C(=O)c1cc(S(=O)(=O)NC(C)C(=O)O)ccc1-2)C(=O)O (configuration not stated)	1.1	3	3	4	5.3	-2	0	107	-12

The list continues.
molecule	OXTR agonist	NALP1 inh	PfM18AAP inh	MEKK2mut PB1 HTS	V1R ag counter	GalR3 antagonist	OXTR potentiate	MEKK2wt PB1 HTS	GPR7 antagonist
O=C(O)c1cc(Cl)nc2ccccc12	0.2	6	-4	-1	0.3	0	-3	100	-11
CCOC(=O)c1oc2c(O)c(O)ccc2c(=O)c1-c1nncn1-c1ccccc1	1.1	11	46*	-3	0.6	10	1	93	-8
Cc1ccc(S(=O)(=O)N2CCOCC2)cc1NC(=O)CN(C)C1CCS(=O)(=O)C1 (configuration not stated)	-0.1	/	-2	-1	0.3	-3	-2	99	-12
COc1ccc(Nc2c([N+](=O)[O-])ccc3c2=NC2(CCCCC2)N=3)cc1	-2.4	2	3	3	-1.9	-7	2	92	-10
O=C(Nc1ccc2nsnc2c1)c1cccs1	-1.5	11	1	12	-1.2	-1	-3	111	-15
COC(=O)C1=CN(CCCN2CCCC2=O)C=C(C(=O)OC)C1c1cccs1	-0.5	12	-3	-3	-0.1	-3	1	96	1
CCC(=O)c1ccc(N2CCN(C(=O)c3ccc(Br)cc3)CC2)c(F)c1	1.2	19	3	5	4.4	1	-9	100	-19
COc1ccc(S(=O)(=O)N2CCCCC2)cc1NC(=O)CN(C)C1CCCCC1	-1.9	11	-7	-1	-1.3	6	7	96	-13
CC(=O)Nc1ccc(S(=O)(=O)NNC(=O)c2ccc(S(=O)(=O)N3CCCCC3)cc2)cc1	0.3	8	22	-2	0.1	-13	4	93	-5
CC1(C)OC(=O)C(=CNc2cccc(C(=O)O)c2)C(=O)O1	0.8	18	-1	2	3.1	-1	-8	112	-2
COC(=O)NNC(=O)c1ccc(Cl)cc1Cl	0.1	11	1	-3	-0.3	-2	-6	98	-8
COc1ccc(NC(=O)CCCn2cc([N+](=O)[O-])cn2)cc1	1.4	-2	2	-2	0.9	-10	-2	94	4

The closing 3 entries of the section above are carried over, then new ones follow.
molecule	OXTR agonist	NALP1 inh	PfM18AAP inh	MEKK2mut PB1 HTS	V1R ag counter	GalR3 antagonist	OXTR potentiate	MEKK2wt PB1 HTS	GPR7 antagonist
CC1(C)OC(=O)C(=CNc2cccc(C(=O)O)c2)C(=O)O1	0.8	18	-1	2	3.1	-1	-8	112	-2
COC(=O)NNC(=O)c1ccc(Cl)cc1Cl	0.1	11	1	-3	-0.3	-2	-6	98	-8
COc1ccc(NC(=O)CCCn2cc([N+](=O)[O-])cn2)cc1	1.4	-2	2	-2	0.9	-10	-2	94	4
C=C(C)CN(CC)C(=O)CN1C(=O)NC2(CCCc3ccccc32)C1=O (configuration not stated)	0.9	0	-5	8	0.5	-1	-13	104	12
CCOC(=O)c1c(NC(=S)N2CCOCC2)sc(C)c1C	-3.9	17	1	3	-1.0	0	-6	100	-20
COc1cccc(CNS(=O)(=O)c2cc(CN3C(=O)c4cccnc4C3=O)ccc2OC)c1	1.4	2	-9	4	3.2	-8	-4	102	-1
O=C(CN1C(=O)NC2(CCCC2)C1=O)OCc1ccc(Cl)c(Cl)c1	3.1	/	/	/	4.5	-5	-16	/	/
CN(C)c1nc(OCCNC(=O)Nc2ccc(Cl)cc2)nc(N(C)C)n1	1.2	20	-14	-7	0.9	-4	-2	83	5
COc1cc(NC(=S)NCCCN2CCOCC2)c(OC)cc1NC(=O)c1ccco1	0.2	6	-1	-2	-0.6	-8	-3	103	-2
Cc1cc(C)c(S(=O)(=O)N2CCN(C(=O)c3cccs3)CC2)c(C)c1	4.7	14	0	9	-0.8	-3	-13	108	-6
COc1ccccc1N1CCN(C(=O)c2cc(-c3cccc(Cl)c3)on2)CC1	-0.9	-37	-1	4	0.4	-6	-2	106	-19
CC(OC(=O)c1ccc([N+](=O)[O-])cc1)C(=O)NCC1CCCCC1 (configuration not stated)	-0.5	/	/	/	3.0	-6	5	/	/
O=C(CSc1n[nH]c(=O)n1C1CC1)Nc1cc(Cl)ccc1Oc1ccccc1	7.4	19	1	3	7.4	-6	-28	106	8
Cc1occc1C(=O)N/N=C/c1ccc2c(c1)OCO2	-0.9	/	-3	12	0.3	-3	-26	106	-6
COc1ccccc1/C=N/NC(=O)c1cc2c(ccc3ccccc32)o1	-0.6	20	0	4	0.0	-3	-6	96	-15

Later entries
molecule	OXTR agonist	NALP1 inh	PfM18AAP inh	MEKK2mut PB1 HTS	V1R ag counter	GalR3 antagonist	OXTR potentiate	MEKK2wt PB1 HTS	GPR7 antagonist
Cc1cc(=O)n2nc(N3CCCC(C(=O)Nc4ccc(C)c(C)c4)C3)sc2n1 (configuration not stated)	-1.2	6	0	-4	-1.0	/	-4	97	0
Cc1cccc(/C(N)=N/OC(=O)Cc2cccc3ccccc23)c1	-0.8	2	1	-6	0.5	-4	-7	92	-8
Cc1ccc(S(=O)(=O)Nc2ccccc2C(=O)OC(C)C(=O)Nc2ccc3ccccc3c2)cc1[N+](=O)[O-] (configuration not stated)	-0.7	31	-1	-2	1.2	-12	-3	95	10
Cc1cccc(N(C)c2cc(C)nc3ncnn23)c1	0.7	25	1	-6	0.6	4	-5	92	-2
Cc1ccc2oc(Nc3nc(C)cc(C)n3)nc2c1	-0.7	-6	2	-1	-1.1	0	-10	102	5
COC(=O)c1ccc(C(=O)OC)c(NC(=S)N2CCCCC2)c1	-2.1	15	-5	7	-0.3	-10	0	110	-1
CC(C)CN(C(=O)c1ccc(S(=O)(=O)N2CCCC2)cc1)C1CCS(=O)(=O)C1 (configuration not stated)	1.4	/	/	/	-0.8	-2	-2	/	/
Cc1nc(NC(=O)c2ccccc2)sc1C	-0.7	17	5	1	1.1	-14	-12	102	0
CN(CCOc1ccc(Cl)cc1)C(=O)c1ccccc1SCC(=O)N1CCCC1	8.8	/	/	/	7.5	1	-8	/	/
